Screening results from PubChem.
ERb SRC1 inh: inhibitors of ERβ-SRC1 coactivator interaction, primary screen, biochemical, TR-FRET, ERβ LBD, SRC-1 peptide. TR-FRET ER-beta LBD / SRC1-Cy5 peptide binding; receptor agonist-loaded with 1 µM estradiol. AID 633, 2007. 1.3% of 86,000 active. inhibition, % at 25.6 µM;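 active = compounds whose percent inhibition of the receptor-coactivator binding signal exceeds about 50% in the single-dose screen, limit read from the data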;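 also: 0% = receptor plus peptide wells without compound and 100% = peptide-only wells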
Target sequence (Q92731 whole entry, looked up, the tested form may be a part): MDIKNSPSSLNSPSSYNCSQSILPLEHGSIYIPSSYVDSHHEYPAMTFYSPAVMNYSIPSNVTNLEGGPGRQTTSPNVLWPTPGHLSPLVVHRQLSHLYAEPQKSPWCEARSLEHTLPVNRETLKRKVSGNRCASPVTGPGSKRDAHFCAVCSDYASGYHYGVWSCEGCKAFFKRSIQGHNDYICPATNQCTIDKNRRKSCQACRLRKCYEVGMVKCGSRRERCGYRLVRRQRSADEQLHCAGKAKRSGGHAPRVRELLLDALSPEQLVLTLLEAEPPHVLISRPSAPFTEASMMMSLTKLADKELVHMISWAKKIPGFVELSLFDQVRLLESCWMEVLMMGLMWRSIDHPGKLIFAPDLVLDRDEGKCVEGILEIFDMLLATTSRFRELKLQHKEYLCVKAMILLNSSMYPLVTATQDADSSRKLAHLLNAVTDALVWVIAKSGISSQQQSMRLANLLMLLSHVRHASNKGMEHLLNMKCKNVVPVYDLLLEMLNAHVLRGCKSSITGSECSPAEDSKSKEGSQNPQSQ
Mac1 fbg enh: enhancers of CD11b/CD18 adhesion to fibrinogen, primary screen, K562 cells, luminescence | ATPlite luminescence | Integrin beta-2 (Homo sapiens) + Integrin alpha-M (Homo sapiens), P05107+P11215 | activation, % at 10 µM | 0.07% of 93,000 active;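 active = 10 µM primary screen giving 50% or more activity, confirmed by 40% or more on retest at that dose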; also: strong numbers were not always called active
ERa coact pot: enhancers of ERα–SRC-1 coactivator binding, primary screen, biochemical, TR-FRET, ERα LBD, low estradiol | Estrogen receptor (Homo sapiens), P03372 | TR-FRET ERalpha-LBD/SRC-Cy5 coactivator binding, 2 h; 100 = basal binding, no effect | coactivator binding (% of control), % at 25.6 µM | 1.3% of 86,000 active | AID 639, 2007; in the data active = activity above about 200%;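 also: binding measured in presence of low estradiol as agonist stimulus; 0% = peptide alone without receptor and 100% = receptor with peptide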
CD11b adhes inh: inhibitors of CD11b/CD18 adhesion to fibrinogen, primary screen, K562 cells, luminescence; Integrin beta-2 (Homo sapiens) + Integrin alpha-M (Homo sapiens), P05107+P11215; inhibition, % at 10 µM; 0.54% of 93,000 active; AID 1497, 2009; ATPlite luminescence; Mn2+ added to activate the integrin;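 active = primary inhibition of 50% or more at 10 µM, then 40% or more on retest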; also: some results filed as inactive read as strong as hits
PLK1 kinase inh: human PLK1 kinase inhibitors, primary screen, biochemical, TR-FRET | Serine/threonine-protein kinase PLK1 (Homo sapiens), P53350 | recombinant PLK1 kinase, TR-FRET peptide phosphorylation | inhibition, % at 10 µM | 0.53% of 97,000 active;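 active = inhibition of 50% or more in the single-concentration screen; inactive = inhibition below 50%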;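 also: 0% = DMSO max control and 100% = H-89 dihydrochloride min control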
HIV Rev-RRE inh: HIV-1 Rev-RRE binding inhibitors, primary screen, biochemical, FRET, protein-RNA interaction; inhibition, % at 8 µM; 0.79% of 97,000 active; Rev peptide-RRE RNA binding; AID 704, 2007; P05866;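 active = inhibition above the screen-wide mean plus 3 SD, cut at about 35% in these data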;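 also: 0% = median DMSO wells and 100% = median Neomycin B control wells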
Target sequence (P05866 whole entry, looked up): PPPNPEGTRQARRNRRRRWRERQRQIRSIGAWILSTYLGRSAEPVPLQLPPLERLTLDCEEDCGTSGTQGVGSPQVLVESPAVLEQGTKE
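Test system: Cy5-tagged RRE RNA duplex with fluorescein-tagged Rev peptide | Read-out: % inhibition of FRET ratio versus controls | Probe or stimulus: Labelled Rev peptide | Incubation: 5 min RNA-compound premix plus 15 min binding step, 25 °C | Technique: FRET fluorescence readout | Benchmarks: DMSO low control, neomycin B high control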
FAK blocker: FAK kinase inhibitors, primary screen, biochemical. biochemical FAK kinase activity assay. inhibition, %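 (tested at 7 µM)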. AID 727, 2007. 0.84% of 97,000 active; in the data active = inhibition above about 19%;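 also: 0% = DMSO and 100% = reference compound high control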
Plk1 PBD FP: Plk1 polo box domain binding inhibitors, primary screen, biochemical, fluorescence polarization; Serine/threonine-protein kinase PLK1 (Homo sapiens), P53350; Plk1 PBD phosphopeptide binding; 0.13% of 97,000 active; inhibition, %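 (tested at about 20 µM)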; AID 693, 2007; in the data active = inhibition above about 34%, passing the limit was not always enough
ERa coact inh: ERα–SRC-1 coactivator interaction inhibitors, primary screen, biochemical, TR-FRET, ERα LBD, estradiol-bound. Estrogen receptor (Homo sapiens), P03372. TR-FRET ER-alpha LBD / SRC-1 peptide. inhibition, % at 25.6 µM. 1.7% of 86,000 active; in the data active = inhibition above about 50%;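 also: 0% = receptor plus peptide control and 100% = peptide only without receptor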
An asterisk follows results filed as active; . = not tested or not shown; & = joins results of further samples; [ ] = remark or other dose.

SMILES	ERb SRC1 inh	Mac1 fbg enh	ERa coact pot	CD11b adhes inh	PLK1 kinase inh	HIV Rev-RRE inh	FAK blocker	Plk1 PBD FP	ERa coact inh
CC/C(=N\O)c1ccc(OC)c(OC)c1	-13	-4	123	13	-12	8	-2	-6	-16
COc1ccc(NC(=O)C2CC(c3ccc(OC)c(OC)c3)=NO2)cc1OC (stereo not drawn)	2	.	109	.	0	9	-5	22	1
C/C(=N\Nc1nc2c(s1)CCCC2)c1ccc(Cl)cc1	.	4	.	18	-9	-3	-1	-9	.
O=C(CN1CCN(S(=O)(=O)c2ccc(F)cc2)CC1)Nc1ccc2c(c1)OCCO2	-6	.	106	.	-5	12	-5	-3	0
COC(=O)c1ccc(C2C(C(=O)c3cc4ccccc4o3)=C(O)C(=O)N2CCCN(C)C)cc1 (stereo not drawn)	3	2	103	-21	-24	-5	0	-27	2
Cc1noc(C)c1C(=O)OCC(=O)NCCC1=CCCCC1	0	-2	110	2	-9	4	7	-9	2
COC(=O)c1ccc(NS(=O)(=O)c2cccc3cccnc23)cc1	-5	-3	86	-6	-10	7	-2	13	-3
Cc1ccccc1Cn1cc(NC(=O)c2noc3c2CC(C(C)(C)C)CC3)cn1 (stereo not drawn)	18	4	120	5	-1	-4	-1	-5	-3
O=c1/c(=C/c2ccc([N+](=O)[O-])cc2)sc2n1CCCN=2	.	2	.	-6	-13	-6	-1	2	.
Cc1ccc(-c2csc(N(C)C(=O)c3c(C)nn(-c4ccccc4)c3Cl)n2)cc1	.	-6	.	29	-8	-3	-3	-9	.
Cc1ccc(-n2c(Cc3cccn3C)nnc2SCC(=O)N2CCc3ccccc32)cc1	.	-2	.	10	7	6	-2	-29	.
CCSc1nnc(NC(=O)CSc2nc(C)cc(C)n2)s1	-1	-3	101[fluorescence artefact?]	4	2	6	1	-2	-3
Cc1ccccc1-n1c(=O)cc(N2CCc3ccccc3C2)[nH]c1=O	-7	12	118	-22	.	.	.	.	-1
COc1cc2nc(N3CCN(C(=O)C4CCCO4)CC3)nc(N)c2cc1OC (stereo not drawn)	-16&-4	-3	89&100[fluorescence artefact?]	-11	-15	0	0	-13	-15&-6
CCn1c2ccccc2c2cc(NC(=O)CSc3nnc(-c4cccc(Cl)c4)o3)ccc21	.	15	.	7	-9	-3	-1	-14	.
Cc1cc2c(=O)n(Cc3ccco3)c(SCC(=O)c3ccc(Cl)s3)nc2s1	10	1	114	62	-17	7	5	-6	5
CCC(c1nnnn1Cc1ccco1)N(Cc1cc2cc(OC)ccc2[nH]c1=O)C1CCCCC1 (stereo not drawn)	26[fluorescence artefact?]	12	159[fluorescence artefact?]	4	1	32	8	2	30[fluorescence artefact?]
COC(=O)c1cc(NC(=O)C23CCC(C)(C(=O)O2)C3(C)C)cc(C(=O)OC)c1 (stereo not drawn)	-10	-1	109	-9	-4	-2	-1	-20	-10
Cc1c(C(=O)N2CCOCC2)oc2c1C(=O)CC(C)(C)C2	-3	7	121	-37	-11	7	-1	-7	0
CCCCCn1c(=S)[nH]c2ncccc2c1=O	-3	-2	111	9	-13	13	-4	8	-6
Cn1cccc1Cc1nnc(SCC(=O)Nc2cccc(Cl)c2)n1-c1ccc(F)cc1	9	-1	124	4	.	.	.	.	3
CN1CCN(C(=O)CN(CCc2ccccc2)S(C)(=O)=O)CC1	-1[fluorescence artefact?]	0	113	-27	-7	8	-2	-22	5[fluorescence artefact?]
CSc1n[nH]c(NCc2ccccc2)n1	-8	10	118[fluorescence artefact?]	-12	-13	6	-1	-2	-4
CC(Oc1ccc(Cl)cc1)C(=O)NCCCn1ccnc1 (stereo not drawn)	21[fluorescence artefact?]	-4	114[fluorescence artefact?]	-24	-1	3	-3	-15	3[fluorescence artefact?]
COC(=O)c1c(NC(=O)CSc2n[nH]c(N)n2)sc(C)c1C	-6	-3	112	-5	-7	3	0	16	-13
Cc1ccc(S(=O)(=O)NC(Cc2c[nH]c3ccccc23)C(=O)O)cc1 (stereo not drawn)	.	.	.	.	-4	4	-2	-9	.
O=S(=O)(Nc1ccccn1)c1ccc(Cl)cc1	-5	-1	89	10	.	.	.	.	-5
COc1cccc(N(C(=O)c2cnccn2)C(C(=O)NC2CCCCC2)c2ccc(Cl)cc2)c1 (stereo not drawn)	-3	-3	111	5	-5	-2	-2	-21	-7
O=C(CCCN1C(=O)CCC1=O)Nc1ccc(Cl)c(C(F)(F)F)c1	13	0	95	-28	-10	0	1	-4	14
CCC(Sc1nc(=O)cc(N)n1-c1ccccc1)C(=O)Nc1cc(C)on1 (stereo not drawn)	-2	-2	111	-6	-13	-3	-5	-13	-1
CC(=O)Nc1cccc(NC(=O)CSc2ncc(-c3ccc(Cl)cc3)n2Cc2ccco2)c1	10	-6	60[fluorescence artefact?]	73	-3	2	-3	-14	13
CC(=O)Nc1c2c3c(cccc3n(C)c1=O)C(=O)c1ccccc1-2	-8	.	122[fluorescence artefact?]	.	-5	13	6	13	4
CC(C)(C)c1ccc(C(=O)NCCC(=O)N2CCN(c3ncccn3)CC2)cc1	6	0	113	10	-9	3	1	2	-16
CC(C)(C)OC(=O)NCCCCCc1nnc(SCC(=O)Nc2cccc(Cl)c2)o1	3	-10	120	101	5	10	5	-6	-6
COc1ccc(C(=O)N/C(=C\c2cccc3ccccc23)C(=O)NCCc2c[nH]c3ccccc23)cc1OC	.	.	.	.	-14	-8	10	5	.
Cc1ccc(C(=O)Nc2ccncc2)o1	0	2	114	-16	-2	8	1	6	-8
CCC(=O)N1CCc2cc(S(=O)(=O)CCC(=O)Nc3ccc(F)c(F)c3)ccc21	-6	-2	94	-10	-6	-2	0	2	-4
Cc1ccc2nc(C(=O)O)c(C(=O)O)nc2c1	-5	-4	83	-6	-48	8	1	-13	-7
COc1cc(OC)cc(C(=O)Nc2c(F)cccc2F)c1	-5	.	109	.	-5	2	1	9	-3
Clc1ccc(Cn2ncc3c(NCCN4CCOCC4)ncnc32)cc1	-4[fluorescence artefact?]	3	99	-13	-21	7	-1	13	-10
Cc1cccc(N2CCN(S(=O)(=O)c3ccc4c(c3)CCN4C(=O)CCC(=O)O)CC2C)c1 (stereo not drawn)	1	1	97	3	-4	1	3	-13	-2
CC1(C)NC(=O)N(CCCOc2ccccc2Br)C1=O	-2[fluorescence artefact?]	-5	105	0	-13	2	-3	18	0
CCOC(=O)Cc1csc(NC(=O)CCN2C(=O)c3ccccc3C2=O)n1	97*[fluorescence artefact?]	-1	98	10	-9	6	5	-19	2
COc1ccc(-c2nnc3sc(C(C)N4C(=O)c5ccccc5C4=O)nn23)cc1 (stereo not drawn)	-14[fluorescence artefact?]	.	108	.	-10	2	1	10	-6
CCc1cccc(NC(=O)Cn2cc3c(n2)CCCC3)c1	-4	.	88	.	-18	1	0	12	-4
CC1(C)C(c2ccccn2)=[N+]([O-])C(C)(C)N1O	3	-4	102	4	6	1	0	-11	3
Cc1ccc2cccnc2c1NC(=S)NC(=O)c1ccccc1	.	0	.	4	-12	0	-6	-16	.
Cn1c(SCC(=O)NCc2ccc3c(c2)OCO3)nnc1-c1cccs1	-11	-3	107	-2	.	.	.	.	-2
CN(Cc1ccccc1)C(=O)CN(Cc1ccccc1)S(C)(=O)=O	35	.	87	.	-14	2	0	-3	12
Cc1cc(C)c2c(n1)nn1c(NCCOCCO)cc(C)nc21	4[fluorescence artefact?]	0	108	-16	-4	3	0	11	4[fluorescence artefact?]
Cc1nnsc1NC(=O)OCc1ccc(Cl)cc1Cl	.	-8	.	11	-10	-6	-4	0	.
CN1C(=O)c2cccc(NC(=O)Cc3ccccc3)c2C1=O	22	1	72	4	-4	5	-2	-12	8[fluorescence artefact?]
CCOC(=O)N1CCC(NC(=O)Cn2cccc2C(=O)c2ccccc2C)CC1	2[fluorescence artefact?]	-3	120	7	-4	1	-3	28	10
Cc1csc(NC(=O)CCN2C(=O)c3ccccc3S2(=O)=O)n1	-9	3	113	-13	-11	5	-1	5	-10
O=C(c1cccc(Br)c1)N1CCCC1	-2	0	95	-39	6	6	-3	-12	-5
FC(F)(F)c1cccnc1N1CCN(c2ncnc3nc[nH]c23)CC1	-13	-3	74[fluorescence artefact?]	-2	.	.	.	.	56*[fluorescence artefact?]
COc1ccccc1CNC(=O)c1cc2sccc2n1C	0	-2	99	5	.	.	.	.	-10[fluorescence artefact?]
O=C(OCCn1cncn1)c1cc2ccccc2oc1=O	12	-6	92	-2	20	4	8	24	9
CCOC(=O)N1CCN(c2c(NCCCN(CC)Cc3ccccc3)c(=O)c2=O)CC1	7	-6	91	10	-5	0	-3	-2	4
CCN(CC)CCCNc1nnc(C)c(=O)[nH]1	0	0	111	-8	.	.	.	.	-4

Going on with the list.
SMILES	ERb SRC1 inh	Mac1 fbg enh	ERa coact pot	CD11b adhes inh	PLK1 kinase inh	HIV Rev-RRE inh	FAK blocker	Plk1 PBD FP	ERa coact inh
CCN(CC)S(=O)(=O)c1ccc2oc(SCC(=O)NCc3ccccc3)nc2c1	-5	-1	94	-37	10	10	0	-14	-6
CC(C)(C)c1ccc(NC(=O)COC(=O)C2=COCCO2)cc1	2[fluorescence artefact?]	0	117	-21	-4	12	2	-9	7[fluorescence artefact?]
CSc1nc(-c2ccccc2)nc(SC)c1C(C)=O	-4	10	87	2	-8	5	1	28	5
O=[N+]([O-])c1ccc(-c2nnc(-c3ccccc3)c(N3CCOCC3)n2)cc1	.	-3	.	-8	0	3	-8	13	.
O=C(CSc1nc2cccnc2n1Cc1ccccc1)N1CCc2ccccc21	25	.	156	.	-13	1	1	19	34[fluorescence artefact?]
Cc1cc2cc3c(cc2nc1SCC(=O)Nc1nc(C)c(C)s1)OCO3	.	0	.	5	-19	20	-56	11	.
Cc1ccc(C(=O)NNC(=O)CSc2nnc(-c3ccncc3)n2C)cc1	.	.	.	.	-7	5	2	9	.
Cc1nc2ncnn2c(N2CCC(C(=O)NC3CCCC3)CC2)c1Cc1ccccc1	11	3	113	-43	-21	9	1	-6	6
O=C(c1cc2ccccc2o1)N1CCN(S(=O)(=O)c2cccs2)CC1	-3	-1	97	-8	-13	7	0	-18	8
C=CCn1c(SCc2cccc(C#N)c2)nnc1-c1ccccc1O	-5	2	97[fluorescence artefact?]	6	-12	-2	-6	22	3
CCNC(=O)Cn1cc(C#N)c2ccccc21	-11	.	104	.	-12	8	0	22	-4

Record cards, from the list above. Values in the order: ERb SRC1 inh, Mac1 fbg enh, ERa coact pot, CD11b adhes inh, PLK1 kinase inh, HIV Rev-RRE inh, FAK blocker, Plk1 PBD FP, ERa coact inh
Cc1ccc(C(=O)NNC(=O)CSc2nnc(-c3ccncc3)n2C)cc1 in the list: ., ., ., ., -7, 5, 2, 9, .
CCNC(=O)Cn1cc(C#N)c2ccccc21 in the list: -11, ., 104, ., -12, 8, 0, 22, -4
CCN(CC)S(=O)(=O)c1ccc2oc(SCC(=O)NCc3ccccc3)nc2c1 in the list: -5, -1, 94, -37, 10, 10, 0, -14, -6
O=C(c1cc2ccccc2o1)N1CCN(S(=O)(=O)c2cccs2)CC1 in the list: -3, -1, 97, -8, -13, 7, 0, -18, 8
CC(C)(C)c1ccc(NC(=O)COC(=O)C2=COCCO2)cc1 in the list: 2[fluorescence artefact?], 0, 117, -21, -4, 12, 2, -9, 7[fluorescence artefact?]
